UBC13 inh: blocks human UBC13 polyubiquitin chain formation. TR-FRET. 330,000 compounds, 0.47% hits. P61088. inhibition, % at 20 µM; in the data active = inhibition above about 45%, passing the limit was not always enough
Target sequence (P61088 whole entry, looked up): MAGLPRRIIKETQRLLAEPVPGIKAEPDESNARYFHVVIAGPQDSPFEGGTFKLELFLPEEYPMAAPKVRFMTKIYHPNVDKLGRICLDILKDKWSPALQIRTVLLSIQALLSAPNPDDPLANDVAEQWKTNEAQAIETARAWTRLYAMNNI
697 NFkB inh: inhibitors of the PMA/ionomycin-induced NF-kB reporter in 697 B cells. 697 B-cell NF-kB luciferase reporter, 16 h. inhibition, % at 4 µM. 330,000 compounds, 0.33% hits. AID 435022; in the data active = inhibition above about 35%
SENP8 inh: blocks the human protease SENP8; Q96LD8; purified SENP8, Z-RLRGG-aminoluciferin cleavage, luminescence; inhibition, % at 10 µM; 330,000 compounds, 1.2% hits; AID 2540
Target sequence (Q96LD8 whole entry, looked up): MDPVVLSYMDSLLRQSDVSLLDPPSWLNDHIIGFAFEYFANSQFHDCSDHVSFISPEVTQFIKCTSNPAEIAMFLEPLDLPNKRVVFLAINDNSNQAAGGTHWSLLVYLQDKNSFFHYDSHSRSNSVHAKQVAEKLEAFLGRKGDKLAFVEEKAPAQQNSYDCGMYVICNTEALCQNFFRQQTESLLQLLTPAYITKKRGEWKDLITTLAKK
Gli-Sufu antag: antagonists of Gli-Sufu signaling. Sufu-KO-LIGHT fibroblasts, Gli luciferase reporter luminescence. AID 588413. 340,000 compounds, 0.74% hits. inhibition, % at 5 µM;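 active = inhibition above about 55%, limit read from the data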;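 also: 0% = DMSO-treated cells and 100% = wells with medium but no cells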
SENP7 inh: blocks the human protease SENP7; Q9BQF6; recombinant SENP7, Z-RLRGG-aminoluciferin luminescence, 40 min; inhibition, % at 5 µM; 330,000 compounds, 1.5% hits; AID 434973;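 active = inhibition above about 50% at the single test dose, limit read from the data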;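 also: plate controls were DMSO with enzyme for no effect and no enzyme buffer wells for full effect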
Target sequence (Q9BQF6 706-1050 limits assumed): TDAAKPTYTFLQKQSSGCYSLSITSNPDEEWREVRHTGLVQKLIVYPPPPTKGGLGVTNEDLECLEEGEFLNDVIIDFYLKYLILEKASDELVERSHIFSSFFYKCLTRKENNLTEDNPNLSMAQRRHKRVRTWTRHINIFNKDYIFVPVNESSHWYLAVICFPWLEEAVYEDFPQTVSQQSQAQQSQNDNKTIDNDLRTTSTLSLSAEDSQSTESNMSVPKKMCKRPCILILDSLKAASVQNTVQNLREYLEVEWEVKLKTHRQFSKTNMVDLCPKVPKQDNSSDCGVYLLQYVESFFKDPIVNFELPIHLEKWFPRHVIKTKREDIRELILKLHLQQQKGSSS
Jurkat NFkB inh: lowers PMA/ionomycin-induced NF-kB signal in Jurkat cells; 330,000 compounds, 0.53% hits; inhibition, % at 4 µM; PMA/ionomycin-induced NF-kB luciferase reporter, luminescence; AID 435003
Apaf-1 inh: inhibitors of human Apaf-1 apoptosome. O14727. reconstituted apoptosome caspase-3 activity, DEVD-Rh110 fluorescence. inhibition, % at 20 µM. 330,000 compounds, 0.71% hits. AID 489030; active = inhibition of at least 40% at 20 µM;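 also: plate controls were DMSO wells for no effect and DEVD-CHO caspase inhibitor wells for full effect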
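System: Apoptosome proteins | Medium: Hepes pH 7.5 with detergent and BSA | Also added: Cytochrome c trigger plus (Z-DEVD)2-Rh110 caspase-3 substrate | Incubation: 30 min compound preincubation, 50 min activation, room temperature | Detection: Rhodamine 110 fluorescence at Ex 480/Em 540 nm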
HKDC1 inhibitor: HKDC1 (human) hexokinase inhibition. AID 493160. 340,000 compounds, 0.16% hits. recombinant HKDC1, G6PDH/diaphorase resazurin coupled fluorescence. inhibition, % at 20 µM. Q2TB90;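 active = inhibition above about 35% when tested at 20 µM, limit read from the data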;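 also: plate controls were DMSO wells with enzyme for no effect and DMSO wells lacking enzyme for full effect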
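Incubation: 90 min at room temperature in dark / Material: recombinant HKDC1 (HK5) hexokinase enzyme, produced in-house / Quantity: enzyme 5 µg/mL final / Compound: one dose of 20 µM, 1% DMSO / Reagent: glucose and ATP substrates / Buffer or medium: Tris pH 8.0 buffer with MgCl2, Tween-20, BSA, BME / Technique: resorufin fluorescence at 613 nm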
Starred values were filed as active, the others as inactive. Rule as the data show it, unless noted: active = inhibition above about 50%; inactive = the rest.

| Compound | UBC13 inh | 697 NFkB inh | SENP8 inh | Gli-Sufu antag | SENP7 inh | Jurkat NFkB inh | Apaf-1 inh | HKDC1 inhibitor |
| --- | --- | --- | --- | --- | --- | --- | --- | --- |
| N#CCC(=O)NC1CCC(CC2CCC(NC(=O)CC#N)CC2)CC1 (centres undefined) | -2 | 3 | -6 | 2 | -17 | -13 | 13 | -9 |
| CC(=O)c1ccc(NC(=S)N2CCN(CCO)CC2)cc1 | -9 | 1 | 0 | 5 | 1 | 8 | 2 | -6 |
| O=C(O)CNC(=O)c1ccccc1Br | 7 | 15 | 4 | -9 | -4 | -7 | -6 | -1 |
| O=C(Cc1ccc(Cl)cc1)N1CCC2(CC1)NCCc1[nH]cnc12 | 2 | 2 | -4 | 5 | 1 | -4 | -1 | -2 |
| CCN(CC(=O)Nc1c(F)cccc1F)C(=O)c1cc(S(=O)(=O)N(C)C)ccc1N1CCCC1 | -2 | 38* | -2 | 13 | 6 | -1 | 2 | 4 |
| CNc1nc2ccccc2n1/N=C/c1cccc(OC)c1OC | 17 | 13 | -1 | 7 | -3 | -2 | 0 | -14 |
| COc1ccc(OC)c(S(=O)(=O)n2cccn2)c1 | 7 | 7 | 2 | -3 | -1 | -2 | 2 | -5 |
| CC(=O)Nc1ccc(S(=O)(=O)N2CCN(Cc3cccnc3)CC2)cc1 | 1 | -7 | -5 | -3 | -7 | 10 | -27 | -11 |
| S=c1[nH]nc(COc2ccc(Cl)cc2)n1C1CCCCC1 | 1 | -22 | 9 | 4 | 8 | 5 | 7 | -1 |
| O=c1sc(N2CCN(c3ccc(F)cc3)CC2)nc2ccsc12 | -11 | -142 | -12 | -59 | -16 | -68 | 14 | -1 |
| COc1cccc(-n2c(C)nn(C)c2=O)c1 | 9 | 0 | -2 | -3 | -1 | 4 | -5 | -13 |
| CCOc1ccc(OCCOC(=O)CN(C)S(=O)(=O)c2ccc(NC(C)=O)cc2)cc1 | 1 | 8 | -4 | -7 | 6 | -5 | 4 | -4 |
| COc1ccccc1C1CN=NC12CCCc1ccccc1C2=O (centres undefined) | -7 | -26 | -3 | 4 | -6 | -7 | 22 | -24 |
| Cc1cc(C)c2nc(SCC(=O)N(C)C3CCS(=O)(=O)C3)cc(C)c2c1 (centres undefined) | -6 | -14 | 5 | -5 | -4 | -11 | 12 | 11 |
| Cc1c(Cl)cccc1NC(=O)CNC(=O)c1ccco1 | -9 | 8 | 10 | 0 | -1 | 15 | -17 | -5 |
| O=C(N1CCN(c2ccccn2)CC1)C(Cl)(Cl)Cl | 8 | -8 | -5 | -7 | 7 | -5 | 8 | -4 |
| COc1cc2[nH]c(=O)n(CCC(=O)N3CCC(N4CCCCC4)CC3)c(=O)c2cc1OC | 6 | -7 | -3 | 4 | -3 | -5 | 0 | -1 |
| COc1ccccc1CNC(=O)COC(=O)c1n[nH]c2ccccc12 | 4 | -5 | 4 | -21 | 9 | -7 | -6 | -3 |
| CC(C)CC(NS(=O)(=O)c1ccccc1S(=O)(=O)NC(CC(C)C)C(=O)O)C(=O)O (centres undefined) | -12 | 21 | -4 | 0 | -8 | 4 | 0 | -1 |
| O=C(CCC(=O)c1cccs1)Nc1nnc(C2CC2)s1 | -2 | 9 | -13 | 2 | -3 | -9 | 3 | 1 |
| O=C(COC(=O)C1CC(=O)N(Cc2ccco2)C1)Nc1ccccc1[N+](=O)[O-] (centres undefined) | 2 | -11 | -13 | -3 | 16 | 5 | 2 | 1 |
| Cc1ccc(S(=O)(=O)N2CCN(C(=O)COC(=O)CSc3ccc(C)c(C)c3)CC2)c(C)c1 | 3 | 9 | -4 | -1 | 9 | 2 | 21 | -1 |
| CCOc1ccccc1C(=O)OCC(=O)NCCNC(=O)COC(=O)c1ccccc1OCC | -2 | -3 | 1 | -3 | -6 | -3 | 8 | -7 |
| Cc1nnc(NC(=O)c2nc(S(=O)(=O)Cc3ccccc3)ncc2Cl)s1 | 4 | -63 | 0 | 16 | 1 | 3 | 3 | 3 |
| Cc1cc(=O)n2[nH]c(SCc3ccccc3Cl)nc2n1 | -6 | -5 | 10 | 14 | 10 | -20 | -1 | 2 |
| O=C(CSc1nnc(C2CC2)n1Cc1ccccc1)N1CCN(S(=O)(=O)c2ccccc2)CC1 | 4 | 6 | -3 | 10 | -3 | -5 | 10 | 3 |
| Cc1oc(-c2ccccc2F)nc1CS(=O)(=O)CC(=O)NCCCN1CC(C)CC(C)C1 (centres undefined) | -15 | -66 | 4 | 28 | -14 | -11 | 18 | -11 |
| COc1ccc(NC(=S)N2CCC(NC(=O)c3cccc(C)c3)CC2)cc1 | 6 | 17 | 2 | -23 | -1 | -9 | 3 | 1 |
| COc1ccc(CN(C(=O)CNC(=O)c2ccco2)C(C(=O)NC2CCCC2)c2ccco2)cc1 (centres undefined) | 8 | 18 | -1 | 0 | 3 | -2 | 7 | 5 |
| CC1(C)CC(NC(=O)COc2ccc(Cl)cc2Cl)CC(C)(C)N1 | 5 | -3 | 10 | 4 | 2 | -7 | -9 | -5 |
| CCCOc1ccc(/C(O)=C2/C(=O)C(=O)N(CCCn3ccnc3)C2c2ccco2)cc1 (centres undefined) | -6 | -13 | -6 | -9 | -5 | -41 | 13 | 0 |
| CC(C(=O)Nc1ccccc1C(=O)O)n1c(C(F)(F)F)nc2ccccc21 (centres undefined) | 0 | 10 | 1 | 0 | 6 | -4 | -8 | -4 |
| Nc1ccc(C(=O)Oc2ccc([N+](=O)[O-])cc2)cc1 | -3 | 4 | -14 | -2 | 3 | -8 | 2 | 0 |
| O=[N+]([O-])c1ccc(Oc2ccc(-c3cnc4ccccc4n3)cc2[N+](=O)[O-])cc1 | -16 | -29 | -16 | 10 | -6 | 19 | 8 | -3 |
| COc1ccc2nc(C(F)(F)Cl)c(C#N)c(N)c2c1 | 5 | -34 | -1 | -2 | 0 | -1 | 2 | 3 |
| CCOc1ccc(S(=O)(=O)NCC2(N3CCCCC3)CCCCC2)cc1 | 9 | -7 | -1 | 18 | -7 | -4 | 5 | -3 |
| Cc1cccc(-n2nc(C)c3c2NC2=C(C(=O)CCC2)C3c2ccccn2)c1 (centres undefined) | -6 | -7 | -2 | 2 | 1 | -9 | 8 | 1 |
| COc1ccc2[nH]c(C(=O)O)c(NS(=O)(=O)c3ccc(C)c(C)c3)c2c1 | 1 | 10 | 1 | -6 | -6 | 2 | 4 | -4 |
| COc1ccc(-c2oc(NC(=O)CSc3ncn[nH]3)c(C#N)c2-c2ccc(OC)cc2)cc1 | -10 | -7 | -20 | -2 | -3 | 13 | 10 | 10 |
| COc1ccc(C)cc1NC(=O)C1CCCN(S(=O)(=O)c2ccc3[nH]c(=O)ccc3c2)C1 (centres undefined) | -6 | 3 | -2 | -12 | 8 | 1 | -2 | 12 |
| CCOC(=O)CNc1ncc([N+](=O)[O-])cc1C#N | -2 | 12 | -2 | -2 | 5 | -9 | 1 | -14 |
| COc1ccc(-n2cnnc2SCC(=O)N2CCN(S(=O)(=O)c3ccccc3)CC2)cc1 | 6 | 1 | -5 | 5 | -3 | -8 | -3 | 0 |
| CC1CCN(CC2C(=O)O[C@@H]3C[C@@]4(C)CCC[C@H](C)C4=C[C@H]23)CC(C)(C)C1 (some centres undefined) | 9 | 24 | 0 | -14 | 3 | 20 | 13 | -1 |
| CCN(CC)c1ccc(O)c(C=Nc2ccc(C)c(C)c2)c1 | -1 | -8 | -7 | -5 | -2 | 15 | 20 | -10 |
| NS(=O)(=O)c1ccc(CCNS(=O)(=O)c2cccs2)cc1 | 3 | 8 | 4 | -8 | -5 | 4 | 0 | -3 |
| CC(SCc1cc(=O)n2c([nH]c3ccccc32)c1C#N)C(=O)O (centres undefined) | 5 | 11 | -3 | 1 | -4 | 6 | -20 | 7 |
| CCOC(=O)N1CCN(C(=O)C2CCN(Cc3ccc(O)c(OCC)c3)CC2)CC1 | -5 | 1 | 6 | 7 | -4 | 10 | -1 | -9 |
| COc1cccc(/C=C/c2ccc3ccccc3n2)c1OC(C)=O | -12 | -281 | 18 | -17 | -2 | -43 | 17 | 0 |
| COc1ccc(N/C(=N/c2nc(C)cc(C)n2)NC(=O)Nc2ccc(Cl)c(Cl)c2)c(OC)c1 | -12 | -3 | 2 | 6 | -3 | 12 | -12 | -18 |
| C=CCn1c(SCC(=O)c2ccc(O)c(O)c2)nnc1-c1ccccc1OC | -17 | -26 | -2 | 26 | -6 | -24 | 9 | -9 |

697 NFkB inh: what is marked active above.
compound	UBC13 inh	697 NFkB inh	SENP7 inh	Jurkat NFkB inh	HKDC1 inhibitor
CCN(CC(=O)Nc1c(F)cccc1F)C(=O)c1cc(S(=O)(=O)N(C)C)ccc1N1CCCC1	-2	38*	6	-1	4

Later entries
| Compound | UBC13 inh | 697 NFkB inh | SENP8 inh | Gli-Sufu antag | SENP7 inh | Jurkat NFkB inh | Apaf-1 inh | HKDC1 inhibitor |
| --- | --- | --- | --- | --- | --- | --- | --- | --- |
| O=C(CC1C(=O)NCCN1Cc1ccc(-c2ccccc2)cc1)NCc1ccncc1 (centres undefined) | 4 | 8 | 1 | 35 | 5 | 0 | 9 | 8 |
| O=c1cc(CSc2nnc(COc3ccccc3)n2-c2ccccc2)c2ccccc2[nH]1 | 5 | 8 | -3 | 21 | 2 | 3 | 9 | -6 |
| CC(C)OC(=O)c1c(N)sc2c1CCCC2 | -5 | 13 | 0 | -2 | -11 | 8 | 1 | 12 |
| CCCCn1c(N)c(N(CC(C)C)C(=O)C2CCN(S(=O)(=O)c3ccc(F)cc3)CC2)c(=O)[nH]c1=O | 0 | 20 | 0 | -8 | -5 | 9 | -6 | 2 |
| C(=N\N1CCN(Cc2ccccc2)CC1)/c1ccccc1 | 1 | 1 | -1 | -21 | 1 | -20 | -21 | -1 |
| CC[N+](CC)(CC)C/C(N)=N/O | -2 | -1 | 5 | -5 | 2 | 1 | -4 | -4 |
| Cc1ccc(-c2nc(C#N)c(NCCc3ccccn3)o2)cc1 | 6 | -86 | -11 | 15 | 2 | -60 | 2 | -7 |
| O=C(COC(=O)c1ccccc1Cl)NC(=O)NCc1ccccc1 | 16 | 15 | -6 | -4 | -10 | 4 | 1 | -13 |
| COc1ccc(N(CC(=O)NC(C)C)C(=O)CCC(=O)Nc2ccccn2)cc1 | -3 | -29 | 7 | 14 | -3 | 3 | -6 | 3 |
| O=C(c1ccco1)N1CCN(C(=O)C2c3ccccc3Oc3ccccc32)CC1 | -1 | -8 | -6 | 2 | -14 | -4 | 1 | -4 |
| Cc1cc(OCC(=O)N2CCOCC2)ccc1[N+](=O)[O-] | -4 | -32 | -5 | -40 | 3 | -41 | -3 | -8 |
| CN1CCC(Oc2ccccc2Sc2ccc(C(F)(F)F)cc2)CC1 | 31 | -22 | -9 | 3 | 8 | -14 | 4 | -2 |
| O=C(CNS(=O)(=O)c1ccc(Br)cc1)N1CCN(c2ccc(F)cc2)CC1 | 7 | -7 | 1 | 1 | -4 | 4 | 10 | -7 |
| Cc1ccc(NC(=O)c2cc(-c3ccc(C)c(C)c3O)n[nH]2)cc1C | -10 | -6 | -11 | 7 | 9 | 3 | -1 | -2 |
| CCOC(=O)c1ccc2c(c1)n(CC)c(/C=C/Nc1ccccc1)[n+]2CC | -3 | -21 | -2 | 54 | 12 | 46 | 3 | -3 |
| Cc1nc(NCCN2CCOCC2)c2nnn(Cc3c(F)cccc3Cl)c2n1 | 2 | -42 | 5 | -1 | 2 | -14 | 6 | 3 |

5 compounds out of the list above, sorted by their value in HKDC1 inhibitor, falling.
| Molecule | HKDC1 inhibitor |
| --- | --- |
| Cc1nc(NCCN2CCOCC2)c2nnn(Cc3c(F)cccc3Cl)c2n1 | 3 |
| CN1CCC(Oc2ccccc2Sc2ccc(C(F)(F)F)cc2)CC1 | -2 |
| CCOC(=O)c1ccc2c(c1)n(CC)c(/C=C/Nc1ccccc1)[n+]2CC | -3 |
| O=C(CNS(=O)(=O)c1ccc(Br)cc1)N1CCN(c2ccc(F)cc2)CC1 | -7 |
| Cc1cc(OCC(=O)N2CCOCC2)ccc1[N+](=O)[O-] | -8 |
